# Assay outcomes deposited in PubChem by NCI.
# All columns: NCI-60 one-dose screen, growth in % after 48 h at 10 µM unless noted; 100 = growth as untreated, 0 = no growth, -100 = all killed.
# ACHN – ACHN renal cancer; actives 4.9% (n = 81,000); AID 1794771
# SN12C – SN12C renal cancer cells; AID 1794767; actives 3.8% (n = 81,000)
# PC-3 – PC-3 prostate cancer cells | actives 3.9% (n = 80,000) | AID 1794754
# UO-31 – UO-31 renal cancer. AID 1794768. actives 5.2% (n = 81,000)
# RXF 393 – RXF 393 renal cancer cells. actives 6.9% (n = 77,000)
# 786-0 – 786-0 renal cancer cells. actives 5.1% (n = 81,000). AID 1794775
# TK-10 – TK-10 renal cancer cells; actives 3.9% (n = 81,000)
# CAKI-1 – CAKI-1 renal cancer; AID 1794772; actives 4.7% (n = 75,000)
# A498 – A498 renal cancer cells; actives 5.4% (n = 76,000)
# * = called active by the depositor; . = not tested or not shown. The calls were made as follows: active = growth percent below 10; inactive = the rest. Random draw from the library. Share with any hit: about 11%.
SMILES,ACHN,SN12C,PC-3,UO-31,RXF 393,786-0,TK-10,CAKI-1,A498
CSC1=Nc2c(c(C)c(C)n2CCCC(=O)N(C(=O)NC2CCCCC2)C2CCCCC2)C2=NC(=O)CN12,95,100,.,84,123,94,124,103,111
Cc1ccc(NC(=O)c2ccc(CN3CCN(C)CC3)cc2)cc1Oc1ccc(-c2[nH]nc3ncnc(N)c23)cc1,101,96,84,85,78,64,110,93,94
CCOC(=O)c1cnc2c(-c3ccccc3Br)cnn2c1,101,95,100,93,114,90,93,93,95
CSc1nc(N)c2c(n1)N(C)C=NS2(=O)=O,99,99,95,87,116,108,109,98,.
O=C1c2ccccc2C(=O)c2c1ccc1[nH]c(-c3ccc(-c4nc5c6ccccc6c6ccccc6c5[nH]4)cc3)nc21,94,100,95,77,115,102,162,.,127
Nc1ccc(-c2nnc3n2N=CC(c2cc(=O)oc4ccccc24)S3)cc1 (configuration not stated),95,98,90,75,109,101,125,88,108
COc1cccc2c1C(=O)c1c(O)c3c(c(O)c1C2=O)C[C@](O)(C(=O)CO)C[C@H]3O[C@@H]1C[C@@H](NC(=O)CCCN(C)C2(c3ccc(F)cc3)CC3CCC2C3)[C@H](O)[C@@H](C)O1 (some centres not stated),-86*,.,-77*,72,-96*,-94*,55,62,52
CC(c1ccccc1)N1C(=O)/C(=C2\SC(=S)N(C(C)c3ccccc3)C2=O)SC1=S (configuration not stated),102,95,98,82,103,104,109,94,104
C=C(C)[C@@H]1CCC=C2CC[C@]3(C)[C@H](CC[C@@H]4[C@@]5(C)CCC(=O)NC(C)(C)[C@@H]5CC[C@]43C)[C@H]21,103,96,91,98,120,100,106,94,.
COc1ccc2c(c1)CC[C@H](O)/C2=C/c1cc(OC)c(OC)c(OC)c1,26,38,18,34,15,16,67,31,-9.2*
O=C(CCCCC(=O)Nc1ccc2c(c1)/C(=C/c1ccc[nH]1)C(=O)N2)NO,101,93,80,84,77,94,86,98,51
CCCCCC(CCCCC)C(=O)O,109,99,88,88,135,107,101,119,103
N#CC1(Nc2ccc(S(N)(=O)=O)cc2)CCCC1,106,101,97,91,108,106,106,94,141
CCN=c1sc(-c2ccc3ccccc3c2)cn1NC(=O)c1cc2ccc1CCc1ccc(cc1)CC2,84,81,49,51,73,78,79,68,73
CCOc1ccccc1/C=N\NC(=O)CCCCCCCCC(=O)N/N=C\c1ccccc1OCC,99,98,90,81,99,101,118,94,114
Clc1ccc2c(ncn2Cc2ccccc2)n1,100,107,93,71,107,92,98,94,102
O=C1Nc2ccc(Cl)cc2/C1=N\N=C\c1ccsc1,93,94,100,69,108,106,112,81,.
CCCCCCCCCCCCNC(=S)N/N=C/c1cccc(O)c1,78,80,72,76,107,111,137,88,97
Nc1cc(Br)c(-c2nnc(CCC(=O)c3nc4ccccc4[nH]3)o2)c(Br)c1,102,95,75,47,93,86,101,91,72
COc1cccc2c1N(C)CCC2N1CCCC1=O (configuration not stated),112,102,94,94,123,92,110,98,126
CCN1C(=O)N(CC)C2SC(N/N=C/c3ccc(OC)cc3)=NC21 (configuration not stated),31,24,29,43,20,20,73,49,.
Cn1cc(-c2cc(N)n3nc(-c4cn(C)c5ccccc45)cc3n2)c2cc(Br)ccc21,-32*,-44*,-34*,-84*,-70*,-85*,-28*,-75*,-26*
Cc1cc(/C=C2\C=Cc3ccccc32)ccc1N(C)C,103,102,95,79,108,100,110,.,83
Cc1nc2ccccc2c2c1C(=O)OC(c1ccccc1)C2 (configuration not stated),94,100,92,74,98,104,110,94,.
O=C(Nc1ccc2c(ccn2Cc2ccccn2)c1)c1cnccn1,100,76,101,57,48,88,62,66,41

# The list goes on (6 carried over from the part before).
SMILES,ACHN,SN12C,PC-3,UO-31,RXF 393,786-0,TK-10,CAKI-1,A498
COc1cccc2c1N(C)CCC2N1CCCC1=O (configuration not stated),112,102,94,94,123,92,110,98,126
CCN1C(=O)N(CC)C2SC(N/N=C/c3ccc(OC)cc3)=NC21 (configuration not stated),31,24,29,43,20,20,73,49,.
Cn1cc(-c2cc(N)n3nc(-c4cn(C)c5ccccc45)cc3n2)c2cc(Br)ccc21,-32*,-44*,-34*,-84*,-70*,-85*,-28*,-75*,-26*
Cc1cc(/C=C2\C=Cc3ccccc32)ccc1N(C)C,103,102,95,79,108,100,110,.,83
Cc1nc2ccccc2c2c1C(=O)OC(c1ccccc1)C2 (configuration not stated),94,100,92,74,98,104,110,94,.
O=C(Nc1ccc2c(ccn2Cc2ccccn2)c1)c1cnccn1,100,76,101,57,48,88,62,66,41
O=Cc1cc2ccccc2c2ccccc12,101,100,98,88,101,106,120,95,62
O=C(O)CN(CC(=O)O)CC(O)CN(CC(=O)O)CC(=O)O,96,109,99,86,103,98,91,101,100
O=c1[nH][nH]c(=O)c2nc3ccccc3nc12,100,122,106,92,192,108,125,93,87
FC(F)(F)c1cc2c(Cl)ncnc2n1CCN1CCCCC1,-23*,60,56,-96*,81,92,105,21,113
CN1C[C@@H](c2ccc(Cl)cc2)[C@]2(NC(=S)N(c3ccccc3)C2=O)[C@@]12C(=O)NC1C=CC(Br)=C[C@H]12 (some centres not stated),.,46,28,40,68,54,87,.,80
CC(C)C[C@H](NC(=O)Cn1ccccc1=O)B(O)O,62,93,102,70,98,100,98,88,70
O=C1N=c2cc3c(cc2=C/C1=C/c1sc(=S)n(Cc2ccco2)c1O)OCO3,54,30,96,95,101,99,132,74,89
Cc1ccc(CCCO)cc1,110,109,101,87,108,103,103,102,99
O=c1cc(SCc2ccccc2Cl)[nH]c(=O)[nH]1,106,111,107,89,110,98,93,.,.
COc1cccc(C2NC(=O)c3c(n[nH]c3N)S2)c1O (configuration not stated),109,94,103,98,141,107,141,111,88
Cc1ccc(C2=CSc3ccccc3N2)cc1,93,96,96,67,110,106,.,91,99
CN1C(=O)[C@H]2c3c(cccc31)[C@H]1[C@@H](OC(N)=O)[C@H](CCC1(C)C)C2(C)C,106,99,91,76,111,98,92,99,79
Nc1nc2c(C(=O)c3ccco3)nnn2c2cccc(Cl)c12,105,102,92,82,.,99,138,93,135
Cc1ccc(C(CCl)(c2ccccc2)c2ccccc2)cc1,102,105,95,80,114,101,99,.,110
NC(=O)[C@H]1[C@@H]2C(=O)N(c3ccccc3)C(=O)[C@@H]2[C@@H]2c3ccccc3C=NN12,100,102,89,70,104,122,113,92,99
C#C[C@@]1(O)[C@@H](CO)O[C@@H](n2cnc3c(-c4ccccc4)ncnc32)[C@@H]1O,115,102,95,92,122,99,100,.,106
O=C(Nc1cccc(Cl)c1)OCCOC(=O)Nc1cccc(Cl)c1,87,72,68,38,93,93,96,51,.
NC(=O)c1ccc(F)cc1,106,101,91,90,114,101,101,96,65
Cc1ccc2nc(-c3nc(-c4ccccc4)n4ccccc34)[nH]c2c1,92,97,76,51,98,114,98,83,94
COc1ccc(C2CC(C)=NN2C(N)=S)cc1 (configuration not stated),105,98,100,95,108,95,81,96,128
COc1ccc(CCC2(C)OCC(CCCCO)O2)cc1 (configuration not stated),101,95,97,101,116,112,101,102,97
NC1=NC(c2c[nH]c3ccccc23)C2=C(N1)c1ccccc1C2 (configuration not stated),97,91,74,59,101,108,104,92,78
CS(=O)(=O)c1ccc(-n2nc(-c3ccc(F)cc3)c3ccccc3c2=O)cc1,95,101,92,65,94,101,108,97,76
CCOc1nc(-c2ccccc2)cc2c(O)c(-c3nnco3)[nH]c(=O)c12,52,47,43,29,.,58,32,35,45
NS(=O)(=O)c1ccc(C2C3=C(CCCC3=O)OC3=C2C(=O)c2ccccc2C3=O)cc1 (configuration not stated),-79*,-53*,-1.4*,-22*,-90*,-91*,-93*,.,-69*

# Exported as labelled records: entries from further up.
molecule: CCOc1nc(-c2ccccc2)cc2c(O)c(-c3nnco3)[nH]c(=O)c12
  ACHN: 52
  SN12C: 47
  PC-3: 43
  UO-31: 29
  RXF 393: .
  786-0: 58
  TK-10: 32
  CAKI-1: 35
  A498: 45

molecule: Cc1ccc(C(CCl)(c2ccccc2)c2ccccc2)cc1
  ACHN: 102
  SN12C: 105
  PC-3: 95
  UO-31: 80
  RXF 393: 114
  786-0: 101
  TK-10: 99
  CAKI-1: .
  A498: 110

molecule: Cc1ccc(CCCO)cc1
  ACHN: 110
  SN12C: 109
  PC-3: 101
  UO-31: 87
  RXF 393: 108
  786-0: 103
  TK-10: 103
  CAKI-1: 102
  A498: 99

# Next compounds follow:
SMILES,ACHN,SN12C,PC-3,UO-31,RXF 393,786-0,TK-10,CAKI-1,A498
CCCCCN1C=C/C(=C\C(=O)N(C)c2cccc(Cl)c2)c2ccccc21,114,98,100,84,102,102,104,96,.
COc1cc(/C=C/C(=O)/C=C(O)/C=C/c2ccc(OC(=O)C34CC5CC(CC(C5)C3)C4)c(OC)c2)ccc1OC(=O)C12CC3CC(CC(C3)C1)C2,99,96,101,69,106,105,97,91,102
O=S(=O)(O)c1cc(N=Nc2ccc(O)cc2)ccc1/C=C/c1ccc(N=Nc2ccc(O)cc2)cc1S(=O)(=O)O,98,94,91,103,102,101,105,107,.
CNC(=O)c1cc(-c2ccc(NC(=O)Nc3ccc(OC)cc3)cc2)nc2cccnc12,98,120,102,82,91,100,104,98,99
Cc1ccc(NC(=S)Nc2ncccc2OCc2cccc(F)c2)cc1,100,91,80,76,88,87,104,96,87
CCCCOc1nc(C)cc(C)c1C#N,99,101,121,91,99,104,93,91,56
